# High-throughput results (PubChem BioAssay)
# DUSP3 inh = VHR1 phosphatase inhibitors, primary screen, biochemical, colorimetric, HTS; Dual specificity protein phosphatase 3 (Homo sapiens), P51452; recombinant VHR phosphatase, colorimetric substrate read-out; inhibition, % at 20 µM; 0.7% of 50,000 active; AID 1992, 2009; in the data active = inhibition above about 60%; note: some results filed as inactive read as strong as hits
# Target sequence (P51452 whole entry, looked up): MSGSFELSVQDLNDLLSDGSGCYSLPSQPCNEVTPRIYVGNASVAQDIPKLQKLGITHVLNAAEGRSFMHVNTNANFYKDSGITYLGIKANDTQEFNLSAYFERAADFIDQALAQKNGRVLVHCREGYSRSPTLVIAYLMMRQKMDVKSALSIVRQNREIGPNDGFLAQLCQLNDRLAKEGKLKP
# The depositor's hits bear a star. Not all compounds are listed; the hit share may differ from the screen's.
mol	DUSP3 inh
CCOc1ccc(N(CC(=O)Nc2cccc(C(C)=O)c2)S(C)(=O)=O)cc1	-34
O=C(CN1C(=O)/C(=C\c2ccccc2F)SC1=S)Nc1nc2ccccc2s1	20
COc1ccc(CC(=O)N2CCN(c3ccc(F)cc3)CC2)cc1OC	-49
CCOc1cccc(-c2nnc(NC(=O)c3ccccc3F)s2)c1	-7
Cc1nc2c(CN(C)C)c(O)ccc2[nH]1	15
CCOC(=O)c1c(NC(=O)C(C)N2C(=O)c3ccccc3C2=O)sc2c1CCC(C)C2 (stereo not drawn)	-7
O=[N+]([O-])c1ccc(N2CCN(Cc3ccccc3)CC2)nc1	-7
O=C(O)c1ccc(-c2ccc(/C=C3\SC(=S)N(c4ccc([N+](=O)[O-])cc4)C3=O)o2)cc1	42
Cc1cc(C)nc(/N=C(\N)Nc2ccc(Cl)cc2C(=O)c2ccccc2)n1	-11
CCc1ccc(NC(=O)c2cc([N+](=O)[O-])ccc2Cl)cc1	-2
COc1cc(/C=C2\C(=O)NC(=O)N(c3ccc(Br)cc3)C2=O)ccc1OCC(=O)O	22
CCOc1ccc(NC(=O)CC2S/C(=N\N=C\c3ccccc3OC)NC2=O)cc1 (stereo not drawn)	-1
COc1cc(NC(=O)c2cc([N+](=O)[O-])ccc2Br)ccc1NC(=O)c1ccco1	-2
COc1ccccc1NC(=O)c1ccc(Cl)cc1Cl	-15
COC(=O)c1ccccc1NC(=O)CN(c1cccc([N+](=O)[O-])c1)S(=O)(=O)c1ccccc1	-23
Cc1ccc2oc(-c3ccc(NC(=O)Cc4ccccc4)c(C)c3)nc2c1	-54
COc1ccc(/C=C2\SC(=S)N(CCCC(=O)NC34CC5CC(CC(C5)C3)C4)C2=O)cc1	-7
COc1cccc(/C=C2/N=C(c3ccc(NC(C)=O)cc3)OC2=O)c1	-1
O=C(CSc1nc2ccccc2o1)OCC(=O)c1ccc(F)cc1	-16
O=C1Nc2ccc([N+](=O)[O-])cc2C1=Nc1ccc(-c2ccc(N=C3C(=O)Nc4ccc([N+](=O)[O-])cc43)cc2)cc1	-3
O=C(CN(c1ccc(F)cc1)S(=O)(=O)c1ccccc1)Nc1cccc(Br)c1	-13
CCCCCCCCC(=O)N/N=C(\C)c1ccco1	-52
O=C(Nc1ccccc1)Nc1nnc(-c2ccc([N+](=O)[O-])cc2)s1	95
CCNc1ncnc2c1oc1ccccc12	7
Cc1sc(Nc2cccc(O)c2)nc1-c1ccccc1	23
O=C(/C=C/c1cccc(C(F)(F)F)c1)Nc1cccc2cccnc12	19
N#C/C(=C/c1ccc(Cl)cc1)C(=O)Nc1ccc(O)cc1	-4
CC1(C)N(O)C(c2ccc[nH]2)N(O)C1(C)C	6
N#CSCCCCCOc1ccc(I)cc1	-2
CC1=C(C(=O)OC(C)C)C(c2ccc(F)cc2)NC(=S)N1 (stereo not drawn)	7
Cc1ccc(NC(=O)c2ccc(C)o2)cc1	-4
CCOC(=O)N1CCN(C(=O)/C(=C/c2ccc(OC)c(OC)c2)NC(=O)c2ccccc2)CC1	14
COc1ccc(S(=O)(=O)N(CC(=O)Nc2cccc(C(F)(F)F)c2)Cc2ccccc2)cc1	2
COc1ccccc1NC(=O)NCc1ccccn1	-5
Cc1ccc(/C=C/C(=O)Nc2nc(-c3ccccc3)c(C)s2)cc1	-37
O=C(Oc1c(C(=O)Nc2ccc(Cl)c([N+](=O)[O-])c2)ccc2ccccc12)c1ccccc1	-25
COc1ccc(OC)c(/C=N\N2CCN(c3ccccc3OC)CC2)c1	6
O=C(Nc1ccc(I)cc1)N1CCOCC1	5
CC1=NN(c2ccccc2)C(=O)/C1=C/c1ccc(OS(=O)(=O)c2ccccc2[N+](=O)[O-])cc1	0
CC(=O)N1C(=O)/C(=C2\SC(=O)NC2=O)c2ccccc21	2
COc1cccc(-c2nc(-c3ccccn3)no2)c1	-42
Cc1c(NC(=O)COc2ccc3ccccc3c2)cccc1[N+](=O)[O-]	-9
O=C(O)c1cccc(N2C(=O)c3cccnc3C2=O)c1	-10
Cc1ccc(-n2c(-c3ccccn3)nc3ccccc3c2=O)cc1	-6
COc1ccc(-c2csc(/C(C#N)=C\c3ccc(C)s3)n2)cc1	20
Cc1ccc(-c2nc3ccccc3o2)cc1NC(=O)COc1ccc(Cl)cc1	3
CC(C)(C)CC(C)(C)NC(=O)CSc1ncc(-c2ccccc2)[nH]1	-10
O=C1ON=C(c2ccccc2)/C1=C/c1ccc(Br)s1	6
CCc1ccc(NC(=S)NC(=O)c2ccc(Cl)cc2)cc1	2
COc1ccc2nc(NC(=O)C3CCCN3S(=O)(=O)c3ccc(C)cc3)sc2c1 (stereo not drawn)	-21

# Remaining list, next part:
mol	DUSP3 inh
C/C(=N\Nc1nc(C)cc(=O)[nH]1)c1ccccc1	-9
CCCCNCCCCCOc1c(C)cccc1C	-11
Cc1ccccc1C1(Cc2ccccc2)C(=O)c2ccccc2C1=O	15
N#CC(C#N)=CN1CCCc2ccccc21	5
O=C(NC(=S)Nc1ccccc1)c1ccccc1	-16
CCCC(=O)N1CCN(Cc2ccccc2)CC1	-6
COc1ccc(NC(=O)C2COc3ccccc3O2)cc1OC (stereo not drawn)	7
Cc1ccc(NC(=O)c2ccc3c(c2)C(=O)N(CC2CCCO2)C3=O)cc1C (stereo not drawn)	2
COc1ccc(C2=C(Nc3ccccc3)c3ccccc3C2=O)cc1	-7
CCOC(=O)C(C(=O)OCC)=C1Sc2ccccc2N1C	-5
Cn1c(-c2ccc(S(=O)(=O)O)s2)nc2ccccc21	-12
Oc1ccc(Br)cc1CN1CCN(Cc2ccncc2)CC1	5
Cc1cc(C)nc(Nc2nc3ccccc3[nH]2)n1	-6
CCOC(=O)c1ccc(N2NC(=O)/C(=C/c3ccc(C=O)cc3)C2=O)cc1	-6
Cc1ccc(OCC(=O)N2CCN(c3ccc([N+](=O)[O-])cc3)CC2)c(Br)c1	2
COc1ccc(CCNC2CC(=O)N(c3ccccc3)C2=O)cc1OC (stereo not drawn)	-4
CCOc1ccccc1NC(=O)c1ccc2c(c1)C(=O)N(CC(C)C)C2=O	-22
COc1ccc(C(=O)N=Nc2c(O)n(CN3CCN(C)CC3)c3ccccc23)cc1	3
COc1ccc(C2CC(=O)C3=C(C2)Nc2ccccc2NC3c2ccc(OC)c(OC)c2)cc1 (stereo not drawn)	7
COC(=O)C1=C(C)N(C)C(=O)NC1c1cc(Br)c(O)c(OC)c1 (stereo not drawn)	20
COc1cc(/C=N/NC(=O)CSCc2cc(C)cc(C)c2)cc(OC)c1OC	5
CC(C)CC(NC(=O)c1ccccc1)C(=O)OCC(=O)N1c2ccccc2Sc2ccccc21 (stereo not drawn)	2
CCOc1ccccc1NC(=O)CCc1ccccc1	8
COc1ccc(-c2nc3sc(-c4ccc(OC)cc4)nc3s2)cc1	-1
CN(C)S(=O)(=O)c1cc(S(=O)(=O)N(C)C)c(Cl)cc1N	-28
O=C(Nc1ccc(Br)cc1)c1nn2c(c1Cl)NC(c1ccc(Cl)cc1)CC2C(F)(F)F (stereo not drawn)	-15
O=C1C(=C/C=C/c2ccccc2)C(=O)c2ccccc21	72
CN1C2C=C(N(CCc3c[nH]c4ccccc34)C(=O)c3ccc(F)cc3)CC1CC2 (stereo not drawn)	14
O=C(NCCNc1ccc(Cl)cc1[N+](=O)[O-])c1ccc(Br)o1	3
Cc1cccc(N2C(=O)/C(=C/c3ccc4c(c3)OCO4)SC2=S)c1C	2
CCOc1cccc2c1N(C(C)=O)C(C)(C)C(=S)C2=C1SC(C(=O)OC)=C(C(=O)OC)S1	4
CC(=O)Nc1ccc(N2C(=O)c3cc4ccccc4cc3C2=O)cc1	0
COc1cc(C(=S)N2CCOCC2)cc(I)c1O	2
COc1cccc(C2NC(=S)NC(C)=C2C(=O)Nc2ccccc2OC)c1 (stereo not drawn)	30
Cc1c(C(=O)N2CCN(C)CC2)cccc1[N+](=O)[O-]	31
Cc1sc(NC(=O)c2ccc(-c3ccccc3)cc2)c(C(N)=O)c1C	16
O=S(=O)(Nc1ccccn1)c1ccc(Br)cc1	-18
CCOc1cccc(-c2cc(C(=O)NN)[nH]n2)c1	17
CN1CCN(C(=O)c2ccccc2NC(=O)CCCN2C(=O)c3ccccc3C2=O)CC1	-18
Cc1occc1C(=O)N/N=C/c1ccc(O)cc1O	-9

# Next part; it opens with the 5 that closed the last part.
mol	DUSP3 inh
Cc1sc(NC(=O)c2ccc(-c3ccccc3)cc2)c(C(N)=O)c1C	16
O=S(=O)(Nc1ccccn1)c1ccc(Br)cc1	-18
CCOc1cccc(-c2cc(C(=O)NN)[nH]n2)c1	17
CN1CCN(C(=O)c2ccccc2NC(=O)CCCN2C(=O)c3ccccc3C2=O)CC1	-18
Cc1occc1C(=O)N/N=C/c1ccc(O)cc1O	-9
S=C(NCCN1CCOCC1)Nc1cccc(Cl)c1	12
CCOc1ccc(/C=C2\C(=O)NC(C)=C2C(=O)OC)cc1	31
CCCOc1ccc(N2C(=O)CC(N(Cc3ccco3)C(=S)Nc3ccccc3)C2=O)cc1 (stereo not drawn)	-14
CC(NC(=O)CSc1nc2ccc(N3C(=O)c4ccccc4C3=O)cc2s1)c1ccccc1 (stereo not drawn)	16
Cc1[nH]n(-c2ccccc2)c(=O)c1/C=C1/C=Nc2ccccc21	-20
O=C(CNC(=O)C(c1ccccc1)c1ccccc1)N/N=C/c1cn[nH]c1-c1ccccc1	1
COc1ccc(/C=N/N(C)c2cc(C)nc(-c3ccccc3O)n2)cc1OC	-4
CC(C)c1ccc(NC(=O)CN(c2ccc(Br)cc2)S(C)(=O)=O)cc1	0
CC(C)CC(C(=O)O)N1C(=O)C2C3C=CC(C2C1=O)C1C(=O)N(C(CC(C)C)C(=O)O)C(=O)C31 (stereo not drawn)	-4
COc1ccccc1CNC(=O)c1ccc(F)cc1	-30
CCCOc1ccc(Cn2ccnc2)cc1[N+](=O)[O-]	-1
CCN1C(=O)/C(=C\c2ccc(N(C)C)c(Br)c2)SC1=S	18
CN1CCN(C(=O)c2cnn3c(C(F)(F)F)cc(-c4cccs4)nc23)CC1	-9
CCOc1cc(C2C3=C(CC(C)(C)CC3=O)OC3=C2C(=O)CC(C)(C)C3)cc(Br)c1O	-4
COc1ccccc1C/C(N)=N/OC(=O)c1ccccc1Br	-1
CCCOc1ccc(N2C(=O)CC(N3CCC(C(=O)OCC)CC3)C2=O)cc1 (stereo not drawn)	-33
CCOc1ccc(N2C(=O)CC(N3CCC(C(N)=O)(N4CCCCC4)CC3)C2=O)cc1 (stereo not drawn)	-36
O=C(c1cccc([N+](=O)[O-])c1)c1ccc2c(c1)C(=O)N(c1ccc(Cl)cn1)C2=O	-12
CCOC(=O)c1ccccc1NC(=O)CN(c1ccc(OC)c(Cl)c1)S(C)(=O)=O	-5
COc1ccc(C2CC(=O)C3=C(C2)Nc2ccccc2NC3c2coc3ccccc3c2=O)cc1OC (stereo not drawn)	-4
O=C(/C=C/c1ccccc1Cl)Nc1cc(Cl)c(Cl)cc1Cl	-2
O=C1N=c2ccccc2=C1c1sc(=S)n(CC2CCCO2)c1O (stereo not drawn)	16
COc1ccc(C(=O)N2CCN(CCCc3ccccc3)CC2)cc1	10
O=C(c1cccc(F)c1)c1ccc2c(c1)CCCO2	-6
Oc1ccc(Cl)cc1-c1cc(-c2ccc(Br)cc2)n[nH]1	5
Cc1csc(/C(C#N)=C/c2sccc2C)n1	11
Cc1cc2c(cc1C)CN(c1cccc(C(=O)NN)c1)C2	49
CCN1C(=O)/C(=C/c2cccc(OC(=O)c3ccccc3I)c2)SC1=S	6
CCOc1cc(/C=N/NC(=O)Cc2cccc3ccccc23)cc([N+](=O)[O-])c1O	-29
Cc1ccc(N2CC(C(=O)NCc3ccccc3)CC2=O)cc1 (stereo not drawn)	-8
CC(=O)OCc1c(OC(C)=O)ccc2c([N+](=O)[O-])c(C)n(-c3ccc(C)cc3)c12	-7
Cc1cc(=O)[nH]c(N/N=C/c2ccc(Br)cc2)n1	-9
O=C(c1cccnc1)N1N=C(c2ccncc2)CC1(O)C(F)(F)F (stereo not drawn)	9
CCCOc1cccc(C(=O)Nc2sc(C)cc2C(=O)OC)c1	-24
COCCNC(=O)c1ccc(OC)c(OC)c1	-27
COc1ccc(-n2c(O)c(C=Nc3cccc(F)c3)c(=O)[nH]c2=O)cc1	-19
O=C(CN1C(=O)c2ccccc2C1=O)Nc1ccccc1C(=O)N1CCOCC1	-12
O=C(N/N=C/c1nc2ccccc2n1Cc1ccccc1)c1ccccc1	-34
CC(=O)Nc1ccc(C(=O)N2CCCc3ccccc32)cc1	-61
COc1ccccc1C(=O)Nc1ccc2nn(-c3ccc(F)cc3)nc2c1	4
O=[N+]([O-])c1ccc(C=Nc2ccc(Oc3ccccc3)cc2)s1	-2
Cc1ccccc1CC1S/C(=N/N=C/c2ccccc2F)NC1=O (stereo not drawn)	6
NS(=O)(=O)c1ccc(N/C=C/C(=O)c2ccc(Cl)c(Cl)c2)cc1	-1
NS(=O)(=O)c1ccc(CNS(=O)(=O)Cc2ccccc2)cc1	0

# 4 records picked at random from those above:
mol	DUSP3 inh
Cc1ccccc1CC1S/C(=N/N=C/c2ccccc2F)NC1=O (stereo not drawn)	6
NS(=O)(=O)c1ccc(CNS(=O)(=O)Cc2ccccc2)cc1	0
NS(=O)(=O)c1ccc(N/C=C/C(=O)c2ccc(Cl)c(Cl)c2)cc1	-1
O=[N+]([O-])c1ccc(C=Nc2ccc(Oc3ccccc3)cc2)s1	-2

# Sorted by number of heavy atoms (highest first): part of the list above.
mol	DUSP3 inh
COc1ccccc1C(=O)Nc1ccc2nn(-c3ccc(F)cc3)nc2c1	4
O=[N+]([O-])c1ccc(C=Nc2ccc(Oc3ccccc3)cc2)s1	-2
CC(=O)Nc1ccc(C(=O)N2CCCc3ccccc32)cc1	-61
